Screening results as filed in PubChem BioAssay.
HEK293 cAMP cs – raises cAMP in parental HEK293 cells, TSHR agonist counter-screen; actives 2.5% (n = 73,000); AID 938; parental HEK293 CNG cAMP sensor, membrane potential fluorescence; Potency, µM (titrated, usually from 57.1 µM), for the others: top-dose activation, usual class: activators; further: potency means the concentration at half of the fitted maximal effect; % of control where 0% means no effect; nearly all actives have a fitted effect of over 55% in size
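Parental HEK 293 cells stably expressing a modified CNG channel (no TSHR) report cAMP rise as membrane depolarization. Membrane potential dye with 100 uM RO 20-1724 was loaded for 60 min at room temperature, then compound added for 30 min; fluorescence read at 590 nm.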
BRCT PPI green – inhibitors of human BRCA1 BRCT-phosphoprotein interaction (green fluorophore) | Potency, µM (doses to about 76.9 µM), for the others: at the top dose activity change, negative = inhibition, actives largely listed as inhibitors | actives 0.05% (n = 75,000) | BRCA1 BRCT-phosphopeptide binding, green fluorescence polarization;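 further: potency means the concentration at half of the fitted maximal effect; plate controls were peptide without protein for full effect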
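Fluorescence polarization: His-tagged BRCT (~35 kDa BRCA1 C-terminus, 250 nM) bound to 100 nM fluorescein-labeled phosphorylated 10-aa BACH1 peptide, pH 7.3 phosphate buffer with DTT and Tween 20. Compounds incubated 12 min at room temperature; inhibition read as lowered polarization.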
USP2a inhib – inhibitors of human ubiquitin-specific protease USP2a | USP2a enzymatic assay, qHTS inhibition | actives 0.1% (n = 60,000) | Potency, µM (highest dose often 38.3 µM), for inactives: at the top dose activity change, negative = inhibition, hits mostly inhibitors | O75604;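 further: potency means the concentration at half of the fitted maximal effect; nearly all actives have a fitted effect of over 60% in size; plate controls were DMSO for no effect and NEM full inhibition control for full effect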
Target sequence (O75604 whole entry, looked up): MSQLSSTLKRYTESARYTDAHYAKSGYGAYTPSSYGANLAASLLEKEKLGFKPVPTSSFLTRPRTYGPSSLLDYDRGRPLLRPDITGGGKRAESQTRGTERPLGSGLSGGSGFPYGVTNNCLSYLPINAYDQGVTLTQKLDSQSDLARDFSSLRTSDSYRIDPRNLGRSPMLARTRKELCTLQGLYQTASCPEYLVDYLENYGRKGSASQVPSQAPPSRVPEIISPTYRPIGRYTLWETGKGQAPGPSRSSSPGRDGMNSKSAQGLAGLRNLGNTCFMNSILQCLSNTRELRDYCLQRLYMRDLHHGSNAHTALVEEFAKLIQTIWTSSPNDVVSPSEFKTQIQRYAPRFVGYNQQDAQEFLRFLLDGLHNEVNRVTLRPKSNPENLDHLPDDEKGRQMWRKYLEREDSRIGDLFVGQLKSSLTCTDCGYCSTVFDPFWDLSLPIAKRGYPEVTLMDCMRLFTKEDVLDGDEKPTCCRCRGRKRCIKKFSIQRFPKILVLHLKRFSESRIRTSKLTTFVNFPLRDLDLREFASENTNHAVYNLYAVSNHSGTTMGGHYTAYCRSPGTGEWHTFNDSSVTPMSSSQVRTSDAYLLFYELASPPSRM
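20 nM USP2 core + cpd, 30 min RT; add 20 nM Ub-PLA2/20 uM NBD C6-HPC; read Ex460/Em535 at 0 h and 2.5 h. Normalized to NEM; qHTS curve fit/classification.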
BRCT PPI red – BRCT-phosphoprotein interaction inhibition (red fluorophore); P38398; BRCT-phosphopeptide binding, red fluorescence polarization; Potency, µM (titrated, usually from 76.9 µM), without a hit: at the highest dose activity change, negative = inhibition, hits mostly inhibitors; actives 0.03% (n = 75,000); further: on the % scale 0 is the no-effect control and ±100 the full control effect
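Fluorescence polarization: 100 nM His-tagged BRCA1 BRCT with 100 nM TAMRA-labelled phospho-BACH1 decapeptide, phosphate buffer pH 7.3 with 150 mM NaCl, DTT, 0.01% Tween 20; 12 min RT. Binding inhibition seen as FP decrease.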
Fluorescein fluor – compound autofluorescence in fluorescein spectral region; Compound autofluorescence, 480/540 nm, fluorescein-equivalent; hits give high values; max fluorescein-equivalent concentration, M; actives 0.91% (n = 59,000); in the data active means max fluorescein-equivalent concentration above about 10 nM; inconclusive means between about 1.1 nM and that limit
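Compounds (23 nL) in 100 mM Tris pH 8.0, 15 min at room temperature, then fluorescence read at 480 nm excitation/540 nm emission. Signal converted to fluorescein-equivalent concentration from an on-plate fluorescein standard curve.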
4MU fluor – compound fluoresces in the 4-MU spectral region; AID 589; max dye-equivalent concentration, M; actives 11% (n = 59,000); compound autofluorescence, 340/450 nm, 4-MU equivalents; hits give high values; in the data active means max dye-equivalent concentration above about 10 nM; inconclusive means mostly about 1.1 nM to 9.6 nM
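Compounds in 100 mM Tris, pH 8.0, sat 15 min at room temperature before fluorescence was read at 340 nm excitation/450 nm emission; a per-plate six-point 4-MU standard curve converted signals to dye-equivalent concentration at each compound concentration.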
Casp7 inh – allosteric or competitive inhibitors of human caspase-7. P55210. recombinant caspase-7, Ac-DEVD-AFC fluorescence rate. Potency, µM (series often up to 57.5 µM), for inactives: at the top dose activity change, negative = inhibition, usual class: inhibitors. actives 0.02% (n = 75,000); active means well fitted inhibition curve with a large enough effect in the main read-out, with a control signal flat, not every such curve was filed as active; inconclusive means small, poorly fitted or top-dose-only effect, or a change in a side signal; further: potency means the concentration at half of the fitted maximal effect; % of control where 0% means no effect
Target sequence (P55210 24-198 limits assumed): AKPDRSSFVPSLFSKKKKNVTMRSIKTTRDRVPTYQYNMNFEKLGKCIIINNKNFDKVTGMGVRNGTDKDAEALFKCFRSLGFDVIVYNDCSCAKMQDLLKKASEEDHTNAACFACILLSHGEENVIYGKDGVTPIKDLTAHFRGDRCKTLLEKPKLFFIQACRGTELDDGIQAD
Target sequence (P55210 207-303 limits assumed): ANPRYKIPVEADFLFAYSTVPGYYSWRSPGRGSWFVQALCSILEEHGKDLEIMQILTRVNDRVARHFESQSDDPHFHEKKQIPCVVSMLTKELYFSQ
UbGFP stabilizer – proteasome inhibitors stabilizing ubiquitin-GFP reporter | Ubiquitin-GFP reporter cells, proteasome inhibition, GFP fluorescence; response scale: untreated = 0%, 10 µM MG-132 = 100% | Potency, µM (highest dose often 45.9 µM), for inactives: top-dose activation (GFP accumulation), hits mostly activators | 67,000 tested, under 10 active; active means well fitted activation curve with a large enough effect, not every such curve was filed as active; inconclusive means small, poorly fitted or top-dose-only effect, or another doubt; inactive means no such curve, though single readings can be large or run the other way; further: potency means the concentration at half of the fitted maximal effect
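U2OS cells stably expressing ubiquitin(G76V)-GFP, seeded overnight in 0.5% FBS medium, were exposed to compounds (qHTS, 46 uM to 2.9 nM) for 4 hr at 37 °C. GFP-positive cells were counted by laser cytometry (488 ex/515 em), normalized between basal and 10 uM MG-132.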
Epigenetic mod – epigenetic modulators derepressing GFP locus in mouse cells; mouse C127i GFP locus derepression, cytometry, 30 h; Potency, µM (series often up to 46.1 µM), inactives show top-dose GFP derepression (activation); actives 0.09% (n = 68,000); AID 597; further: % of control where 0% means no effect
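Murine C127i mammary cells carrying a silenced, stably integrated CMV-driven GFP reporter were treated with compound for 30 hours at 37 C. After PBS washes, GFP-positive cells were counted by laser-scanning microplate cytometry.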
Caspase-1 inhib – blocks human caspase-1 allosterically or competitively; Caspase-1 enzyme, Ac-WEHD-AFC fluorogenic rate; Potency, µM (highest dose often 57.5 µM), inactives show at the top dose activity change, negative = inhibition, most hits filed as inhibitors; actives 0.03% (n = 75,000);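 further: potency means the concentration at half of the fitted maximal effect; plate controls were vehicle for no effect and no substrate for full effect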
A350 fluor – compounds fluorescent in Alexa 350 spectral region; Compound autofluorescence, 340/450 nm, Alexa 350 dye-equivalents; hits give high values; max dye-equivalent concentration, M; actives 11% (n = 59,000); in the data active means max dye-equivalent concentration above about 10 nM; inconclusive means mostly about 1.1 nM to 9.6 nM
Active calls of the source: *; i = inactive; ? = inconclusive; nt = no result given; [ ] = another dose, or the depositor's remark. Unless noted, the call rests on the fitted dose curve; in most records, active means well fitted curve in the direction sought with a large enough effect; inconclusive means small, poorly fitted or top-dose-only effect, or another doubt; inactive means no such curve, though single readings can be large; an effect the other way counts as inactive or inconclusive.

SMILES	HEK293 cAMP cs	BRCT PPI green	USP2a inhib	BRCT PPI red	Fluorescein fluor	4MU fluor	Casp7 inh	UbGFP stabilizer	Epigenetic mod	Caspase-1 inhib	A350 fluor
Cc1ccc(-c2csc(NC(=O)c3ccno3)n2)cc1	-0.6%	0.7%	23.7%	-0.8%	i	i	-10.3%	2.2%	2.8%	-0.7%	i
O=C(Cn1c(-c2ccccn2)nc2ccccc21)NCCN1CCOCC1	5.4%	-0.7%	-5.6%	0.7%	?	i	-7.9%	-3.4%	2.9%	-12.6%	i
CC(=O)c1c(C)[nH]c(C(=O)OCC(=O)Nc2cc(C)on2)c1C	-2.8%	-6.0%	-10.6%	-0.6%	?	i	5.2%	-3.4%	-2.5%	-0.4%	i
O=C(Cn1ccc2ccccc2c1=O)NCCC(=O)Nc1ccc2c(c1)OCCO2	-4.2%	-1.9%	-7.9%	1.0%	i	?	-0.7%	-0.9%	2.2%	0.0%	?
CN(C)c1ncc2nc(CCc3ccccc3)c(=O)n(C3CC3)c2n1	?	-3.1%	66.2%[activator]	-4.8%	?	?	?	6.3%	0.4%[9.22 µM]	?	?
Cc1cc(C)nc(Nc2ccccc2Br)n1	9.8%	-1.0%	1.7%	-2.1%	?	i	-1.3%	2.5%	1.3%	-2.6%	i
Cc1cc(C(=O)CSc2nnc(-c3ccco3)o2)c(C)n1Cc1ccco1	?	-1.3%	23.3%	-9.0%	?	i	-12.1%	-4.0%	-1.9%	-13.5%	i
CC(C(=O)NCc1ccccc1)N(CCN1CCOCC1)C(=O)c1snc(C(N)=O)c1N (stereo not drawn)	-5.5%	-1.3%	nt	-2.1%	i	1.2e-07M*	-2.4%	-3.9%	4.5%	-7.2%	1.12e-07M*
Cc1cc(C)nc(N2CCCC(C(=O)Nc3nc4ccc(S(C)(=O)=O)cc4s3)C2)n1 (stereo not drawn)	9.6%	2.1%	40.5%[activator]	-1.2%	i	i	-1.6%	-3.2%	2.3%	0.2%	i
Cn1c(SCC(=O)c2ccccc2)nnc1C1CC1	0.6%	0.7%	-5.6%	-0.7%	?	i	7.6%	1.3%	4.7%	2.2%	i
COc1ccc(NC(=O)CSc2nnc(-c3ccccc3C)n2C)cc1	17.0%	0.0%	1.7%	0.1%	i	i	0.3%	-3.9%	0.0%	-1.7%	i
O=C(c1ccc(F)cc1)N1CCN(c2ncccn2)CC1	1.5%	-3.9%	-3.5%	-0.7%	i	i	-0.8%	8.4%	1.8%	-1.0%	i
CCCC1(C(=O)OC)NC(c2cccc(F)c2)C2C(=O)N(CC)C(=O)C21 (stereo not drawn)	13.9%	-0.3%	6.6%	0.6%	i	i	-0.1%	3.2%	-1.9%	1.1%	i
CCN(CC(=O)NCc1cccs1)S(=O)(=O)c1cccc(C(C)=O)c1	-1.3%	-2.4%	14.2%	-2.8%	?	?	-1.8%	-1.7%	-1.3%	2.8%	?
CSC1=NCCN1C(=O)c1ccc(Br)o1	5.9%	-1.1%	nt	-1.3%	nt	nt	1.1%	-5.9%	-3.4%	-3.5%	nt
Cn1c(C(=O)N2CCCC(C(=O)NCCN3CCOCC3)C2)cc2sccc21 (stereo not drawn)	14.1%	-2.2%	0.6%	-2.1%	i	i	-2.9%	-10.6%	-4.3%	-0.4%	i
COc1ccc(C2C(C(=O)N3CCN(c4ccc(OC)cc4)CC3)c3ccccc3C(=O)N2C)cc1 (stereo not drawn)	-5.1%	-1.6%	19.5%	0.4%	i	i	1.1%	-6.1%	-1.4%	0.8%	i
O=C(NCc1ccco1)c1cc(-c2ccccn2)nc2ccccc12	?	3.3%	4.5%	-1.9%	i	i	0.0%	1.0%	1.9%	-2.1%	i
Cc1oc2nc(SCC(=O)NC3CCCCC3)nc(N)c2c1C	14.0%	-1.2%	7.0%	0.2%	i	i	-0.5%	6.3%	2.7%	0.4%	i
Cc1sc2ncn3ncnc3c2c1C	1.8%	-2.0%	-1.1%	-2.5%	?	i	-1.1%	-0.1%	-1.5%	0.5%	i
CN(C)c1ccc(-c2nccc(NCc3cccs3)n2)cc1	3.5%	-4.2%	?	-1.4%	?	?	-7.0%	0.0%	-2.9%[9.22 µM]	-3.6%	?
Cc1sc2nc(C(C)C)nc(SCC(=O)NCc3ccco3)c2c1C	?	1.0%	3.8%	1.0%	i	i	-3.2%	-2.9%	-2.3%	-2.5%	i
O=C(c1ccc(S(=O)(=O)N2CCCCC2)cc1)N1CCCc2ccccc21	22.9%	-0.5%	4.8%	-0.3%	i	i	2.9%	-2.4%	-2.4%	-3.8%	i
Cc1ccc(S(=O)(=O)Nc2ccccc2C(N)=O)cc1	-4.0%	-0.9%	5.3%	1.1%	i	?	-2.0%	-0.8%	2.6%	0.6%	?

The last 4 compounds of the section above lead into the next:
SMILES	HEK293 cAMP cs	BRCT PPI green	USP2a inhib	BRCT PPI red	Fluorescein fluor	4MU fluor	Casp7 inh	UbGFP stabilizer	Epigenetic mod	Caspase-1 inhib	A350 fluor
CN(C)c1ccc(-c2nccc(NCc3cccs3)n2)cc1	3.5%	-4.2%	?	-1.4%	?	?	-7.0%	0.0%	-2.9%[9.22 µM]	-3.6%	?
Cc1sc2nc(C(C)C)nc(SCC(=O)NCc3ccco3)c2c1C	?	1.0%	3.8%	1.0%	i	i	-3.2%	-2.9%	-2.3%	-2.5%	i
O=C(c1ccc(S(=O)(=O)N2CCCCC2)cc1)N1CCCc2ccccc21	22.9%	-0.5%	4.8%	-0.3%	i	i	2.9%	-2.4%	-2.4%	-3.8%	i
Cc1ccc(S(=O)(=O)Nc2ccccc2C(N)=O)cc1	-4.0%	-0.9%	5.3%	1.1%	i	?	-2.0%	-0.8%	2.6%	0.6%	?
CSCC[C@@H]1NC(=O)C/C=C\[C@@H](C)COC(=O)[C@@H](C)COC1=O	-0.8%[11.4 µM]	0.1%[15.4 µM]	nt	0.2%[15.4 µM]	nt	nt	0.1%[11.5 µM]	nt	nt	2.2%[11.5 µM]	nt
CCCSc1nc2c(c(=O)[nH]c(=O)n2C)n1C	-6.0%	-0.3%	-0.1%	0.2%	i	i	-0.6%	3.3%	0.0%	0.8%	i
CC(C)Cn1c(N)c(C(=O)COC(=O)c2ccncc2)c(=O)n(C)c1=O	8.0%	2.4%	9.2%	0.7%	i	i	-0.6%	-4.0%	0.0%	-2.3%	i
Cc1nc2cc(NC(=O)N3c4ccccc4CC3C)ccc2n1C (stereo not drawn)	-1.4%	-0.6%	8.4%	-1.3%	i	i	-0.5%	1.3%	5.9%	-0.2%	i
Cc1ccccc1-n1c(SCc2c(C)noc2C)nnc1-c1c[nH]c2ccccc12	12.1%	-0.9%	20.2%	-0.2%	?	i	-0.7%	6.7%	2.3%	0.0%	i
O=C(CSc1ncn[nH]1)Nc1ccc(Br)cc1F	-8.6%	-1.6%	1.4%	1.6%	?	i	-0.8%	-3.5%	0.1%	0.7%	?
COc1ccc(C2C(C(N)=O)=C(C)Nc3nc(-c4ccccc4)nn32)cc1OC (stereo not drawn)	1.4%	-0.3%	nt	-1.8%	nt	nt	-4.0%	-0.3%	9.3%	-1.9%	nt
Oc1ccc2nc(Cc3ccccc3)[nH]c2c1	?	-4.2%	-6.7%	-3.1%	?	i	-1.6%	-2.6%	2.2%	-1.1%	i
CCN(CC)CCNC(=O)CS(=O)Cc1nc(-c2ccccc2Cl)oc1C (stereo not drawn)	8.7%	0.4%	9.3%	-0.2%	i	?	-0.4%	0.0%	-1.0%	-1.3%	?
COc1cccc(C2=NOC(C(=O)N3CCOCC3)C2)c1 (stereo not drawn)	12.6%	-2.9%	0.4%	-0.6%	i	i	3.5%	0.6%	0.0%	2.6%	i
Cc1cc(Cl)ccc1NC(=O)CSc1nnc(Cc2cccs2)n1Cc1ccco1	?	-0.7%	29.8%	-0.3%	i	i	-11.1%	-2.6%	2.2%	-3.7%	i
Cc1nnc(SCCn2c(Br)nc3c2c(=O)n(C)c(=O)n3C)s1	3.2%	-0.1%	4.1%	1.4%	i	i	0.7%	nt	-2.1%	0.8%	?
COc1cc(C(=O)Nc2ccccc2N2CCN(S(C)(=O)=O)CC2)cc(OC)c1OC	?	0.2%	9.7%	-0.3%	?	i	1.9%	-5.9%	2.0%	0.4%	i
Cc1ccc(-c2csc3ncn(-n4c(C)ccc4C)c(=O)c23)o1	10.1%	-1.5%	26.3%	-1.6%	i	i	-1.6%	0.9%	-2.1%	-3.4%	i
Cc1cccc2c1Oc1ccccc1[C@@H]2NC(=O)c1ccc([N+](=O)[O-])cc1	?	0.8%[15.4 µM]	nt	0.2%[15.4 µM]	?	i	-1.8%[11.5 µM]	-2.9%[9.17 µM]	4.2%[9.22 µM]	-0.1%[11.5 µM]	i
CC1Cc2ccccc2N1C(=O)CCS(=O)(=O)c1cccs1 (stereo not drawn)	-7.2%	-0.7%	4.8%	-0.4%	i	i	-0.2%	0.0%	-2.0%	-1.4%	i

Some of the compounds tested; rates above refer to the full screens.
